# Compound activity: PubChem BioAssay, The Scripps Research Institute Molecular Screening Center
# TbREL1 inh: TbREL1 RNA ligase inhibitors, primary screen, biochemical, FRET fluorescence. TbREL1 RNA ligation. inhibition, % at 9.66 µM. actives 0.49% (n = 89,000). AID 1117264, 2014;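 active means inhibition above the mean inhibition across all screened compounds plus 3 SD, cut at about 11% in these data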;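 further: 0% = plate median of test wells and 100% = NSC42067 control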
# Target sequence (P86926 whole entry, looked up): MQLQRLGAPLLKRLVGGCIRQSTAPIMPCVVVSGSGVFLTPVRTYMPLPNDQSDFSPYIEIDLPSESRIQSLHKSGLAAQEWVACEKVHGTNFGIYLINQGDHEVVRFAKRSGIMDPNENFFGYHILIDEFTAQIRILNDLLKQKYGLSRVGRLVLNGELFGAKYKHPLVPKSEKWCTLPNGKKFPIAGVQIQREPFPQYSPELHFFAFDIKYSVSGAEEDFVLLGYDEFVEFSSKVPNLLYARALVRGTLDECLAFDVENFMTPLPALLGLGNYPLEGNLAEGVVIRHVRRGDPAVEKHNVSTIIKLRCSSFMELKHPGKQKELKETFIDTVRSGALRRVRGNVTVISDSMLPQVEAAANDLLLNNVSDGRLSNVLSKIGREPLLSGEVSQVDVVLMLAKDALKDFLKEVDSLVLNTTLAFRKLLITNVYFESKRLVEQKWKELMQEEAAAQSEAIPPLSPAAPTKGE
# The depositor's hits bear a star. These rows are one share of the data; rates above refer to the full screens.
TbREL1 inh,structure
-8.9,Cc1nc(C)c(NC(=O)N2CCc3ccccc32)cc1NC(=O)N1CCc2ccccc21
-2.3,O=C(COc1ccccc1[N+](=O)[O-])N1CCN(c2ccccn2)CC1
5.0,CC(C)CCN1C(Nc2ccccc2)=NC[C@@H]1Cc1ccccc1
-1.9,CCOC(=O)C1CCN(C(=O)COc2cccc3ccccc23)CC1
-2.0,Cc1ccc(N2C(=O)CSC2c2cccnc2)cc1F (stereo not drawn)
1.6,CCC(Oc1ccccc1F)C(=O)NCCN1CCOCC1 (stereo not drawn)
2.3,Cc1ccccc1OCc1nnc(SCC(=O)Nc2ccc(N3CCOCC3)cc2)n1C
1.4,CC(=O)Nc1ccc(NC(=O)CSc2nnc(NC(=O)C3CC(=O)N(c4ccc(F)cc4)C3)s2)cc1 (stereo not drawn)
-2.6,COC(=O)CCCC1=CC2=CC(=O)C(C)(OC(=O)c3cccs3)C(=O)C2=CN1c1ccc(OC)cc1 (stereo not drawn)
-0.6,CC(=O)N1CCc2cc(Br)c(S(=O)(=O)NCc3ccc(Cl)cc3)cc21
2.8,CCN(CC)CCOC(=O)c1ccc(NC(=O)C2(c3ccccc3)CCCC2)cc1
1.6,COc1cc(OC)cc(C(=O)N[C@H](C(=O)OCC(N)=O)C(C)C)c1
0.9,CCn1c(SCC(=O)NCc2cccs2)nc2c1c(=O)n(C)c(=O)n2C
4.6,CC(C)NC(=O)NC(=O)CSc1ccc(S(=O)(=O)N2CCOCC2)cn1
8.2,COCCNC(=O)Cn1nc(-c2ccccc2OC)ccc1=O
-6.7,CC(/C=C/c1ccc2c(c1)OCO2)=N/NC(=O)CNc1ccc(C)cc1
0.9,CCOc1ccc(S(=O)(=O)N2CCOCC2)cc1NC(=O)c1ccccc1F
4.5,Cc1cccc(C)c1NS(=O)(=O)c1ccc2c(c1)C(=O)c1ccccc1C2=O
3.5,CC(Sc1n[nH]c(N)n1)C(=O)Nc1ccc(Cl)cn1 (stereo not drawn)
4.9,Cc1cccc(OCc2nc(-c3ccc(Br)o3)no2)c1
-2.0,CCOCCCN1CN(Cc2ccco2)CNC1=S
1.7,Cn1c(C(O)c2ccccc2)nc(Cl)c1Cl (stereo not drawn)
-3.0,Cc1ccc(-c2nnc(NC3CCCCC3)c3ccccc23)cc1S(=O)(=O)N1CCN(C)CC1
-3.2,O=C(CNS(=O)(=O)c1ccccc1)NCC(=O)OCc1ccc(C(=O)c2ccccc2)cc1
1.7,Cc1cc(/C(O)=C2\C(=O)C(=O)N(CCN(C)C)C2c2ccncc2)ccc1OCc1ccccc1 (stereo not drawn)
4.6,Oc1ccccc1C=NN=Cc1ccccc1Cl
-2.6,COc1cc(CCCN2C(=O)C(=O)NC[C@@H]2CC2CCCCC2)cc(OC)c1OC
-1.9,O=C(Nc1ccc(F)cc1)Nc1ccc(N2CCOCC2)c2nonc12
0.0,O=[N+]([O-])c1ccc(S(=O)(=O)NN=CCCc2ccccc2)cc1
2.4,COc1cccc(-c2nc3ccc(O)cc3c(=O)o2)c1
3.7,COC[C@H]1CCCN1c1ccc2c(c1)O[C@H](COCc1ccccc1)CN([C@H](C)c1ccccc1)S2(=O)=O
-4.0,CCOc1ccc2c(c1)-c1c(ssc1=S)C(C)(C)N2C(=O)c1ccco1
-2.1,Fc1ccccc1Cn1nnc2c(NCCc3ccccn3)ncnc21
-2.6,CC(C(=O)Nc1ccccc1)N(C)CCOc1ccccc1 (stereo not drawn)
3.5,C=CCN(C(=O)Nc1ccccc1)C1CC(=O)N(c2ccc(OC)cc2)C1=O (stereo not drawn)
0.7,O=C(Nc1cccnc1)c1cc(-c2ccco2)on1
-1.0,O=C(NCC1CCCO1)C1CC(=O)N(c2cccc(Cl)c2)C1 (stereo not drawn)
2.1,COC(=O)C[C@H](NC(=O)Cn1cnc2c(NCc3ccccc3)ncnc21)C(=O)OC
0.8,O=C(NCCN1CCCCC1)c1cccc2c1C(=O)c1ccc(N3CCCC3)cc1S2(=O)=O
1.1,CC(C)C[C@@]12C(=O)N(c3cccc(Cl)c3)C(=O)N1[C@H](c1ccc(Cl)cc1)[C@@H]1C(=O)N(C3CCCCC3)C(=O)[C@@H]12
1.9,Cc1cc(Cl)ccc1OCC(=O)NNC(=O)c1cccs1
-1.0,COc1cc2c(cc1OC)CN(C(C)C(=O)Nc1ccc(NC(C)=O)cc1)CC2 (stereo not drawn)
-1.8,CCOC(=O)C(Cc1ccccc1)C(=O)Nc1ccc(NC(=O)C(Cc2ccccc2)C(=O)OCC)cc1 (stereo not drawn)
-0.5,NS(=O)(=O)c1ccc(CCNC(=O)CCCn2ncn3c(cc4occc43)c2=O)cc1
1.0,Cc1ccc(C2CC(=O)Nc3cc4c(cc32)OCO4)o1 (stereo not drawn)
-1.6,Cc1c2cnn(CC(=O)Nc3c(F)c(F)cc(F)c3F)c(=O)c2c(C)n1Cc1ccc(F)cc1
-0.7,CN1CCN(c2ccc3c(c2)OC[C@@H](Cc2ccccc2)NS3(=O)=O)CC1
2.2,Cc1cc(=O)[nH]c(SCc2csc(-c3ccccc3)n2)n1
0.6,CCOC(=O)N1CCC(NC(=O)CC2C(=O)NCCN2Cc2ccccc2F)CC1 (stereo not drawn)
1.6,Cc1cc(Cl)c(S(=O)(=O)NCCC(=O)O)cc1OCC(N)=O
4.5,Cc1ccc2c(c1)n([O-])c1c([n+]2=O)CCCC1
0.8,C=Cc1ccc(Cn2c(C)c(C(=O)NCc3ccccc3C(F)(F)F)sc2=O)cc1
-1.8,CCCCNC(=O)c1ccccc1NS(=O)(=O)c1ccc2c(c1)OCCO2
2.5,CCc1nnc(NC(=O)CSc2nc(-c3ccccc3)nc3ccccc23)s1
-2.5,C/C(=C\C(=O)c1ccc(Br)cc1)NNC(=O)c1ccccc1
-2.7,CCCCC(CCC(=O)O)(C(=O)OCC)c1csc(Nc2ccc(OCC)cc2)n1 (stereo not drawn)
-3.0,Cc1cccc(N2CCN(C(=O)Cn3ccc4ccccc4c3=O)CC2)c1C
2.9,Nc1c([N+](=O)[O-])c(=O)oc2ccccc12
-1.7,COc1ccc(C(=O)N2CCCCCC2)cc1OC1CCN(C(C)=O)CC1
0.6,CC1(c2ccccc2)NC(=O)N(CC(=O)N2CCN(S(=O)(=O)c3cccs3)CC2)C1=O (stereo not drawn)

# By substructure, those above with a COOH group (2)
TbREL1 inh,structure
1.6,Cc1cc(Cl)c(S(=O)(=O)NCCC(=O)O)cc1OCC(N)=O
-2.7,CCCCC(CCC(=O)O)(C(=O)OCC)c1csc(Nc2ccc(OCC)cc2)n1 (stereo not drawn)

# An excerpt from above in order of their number in TbREL1 inh, low to high:
TbREL1 inh,structure
-3.0,Cc1ccc(-c2nnc(NC3CCCCC3)c3ccccc23)cc1S(=O)(=O)N1CCN(C)CC1
-2.5,C/C(=C\C(=O)c1ccc(Br)cc1)NNC(=O)c1ccccc1
-2.0,Cc1ccc(N2C(=O)CSC2c2cccnc2)cc1F (stereo not drawn)
0.6,CC1(c2ccccc2)NC(=O)N(CC(=O)N2CCN(S(=O)(=O)c3cccs3)CC2)C1=O (stereo not drawn)
2.8,CCN(CC)CCOC(=O)c1ccc(NC(=O)C2(c3ccccc3)CCCC2)cc1
3.7,COC[C@H]1CCCN1c1ccc2c(c1)O[C@H](COCc1ccccc1)CN([C@H](C)c1ccccc1)S2(=O)=O

# Additional results:
TbREL1 inh,structure
1.7,CCCc1cc(=O)[nH]c(SCC(=O)NC(=O)OCC)n1
4.3,Cc1ccc2nc(SCC(=O)Nc3ccc4sc(C)nc4c3)c(C#N)cc2c1
0.1,CCc1c(C)nc2ncnn2c1NCc1cccs1
-1.2,COc1ccc(N2CCN(C(=O)CN(Cc3ccc(Cl)cc3)S(C)(=O)=O)CC2)cc1
-4.0,CC1=CC(c2ccccc2)n2nc(N3C(=O)c4ccccc4C3=O)nc2N1 (stereo not drawn)
1.8,COc1ccccc1/C=C/C(=O)OCC(=O)NC1CCCCCC1
-1.1,O=C(CSc1ccc2ccccc2n1)N1CCC(c2noc3ccc(F)cc23)CC1
-3.5,COc1ccc(/C=N/OC/C(O)=C(\C#N)c2nc3ccccc3[nH]2)cc1
0.8,CC[C@@]1(c2cccc(Cl)c2)C(=O)N(C(=O)OC(C)C)N1C(=O)OC(C)C
-1.8,COC(C/C=C/[C@@H](O)[C@@H](C)OCc1ccccc1)OC
1.8,O=C1/C(=C/c2cccnc2)SC(=S)N1c1ccc(O)cc1
-6.5,COc1ccccc1CC(=O)NCCc1c[nH]c2ccccc12
-0.2,C=CCNC(=O)c1onc(CSc2cccc(OC)c2)c1C(=O)NCC=C
-1.0,CCCCCCCNC(=O)C1(CC2CC(c3ccc(Cl)cc3)=NO2)CCN(C(=O)c2ccccc2)CC1 (stereo not drawn)
-2.3,O=C(COc1ccc(F)cc1Cl)Nc1nc(-c2ccccn2)cs1
0.1,COc1ccccc1OCc1ccc(C(=O)NN)cc1
-1.8,Cc1ccccc1OCC(=O)NC(=S)Nc1ccc(N2CCOCC2)c(Cl)c1
0.3,Cc1ccc2cc(C#N)c(SCC(=O)NCC3CCCO3)nc2c1 (stereo not drawn)
0.7,COc1ccc(C#Cc2c(-c3ccc(OC)cc3)oc3ccc(-c4ccc(OC)cc4)cc23)cc1
-1.3,CC(C)(C)n1ncc2c(=O)n(CC(=O)NCCc3ccccc3)cnc21
4.7,CCN(CC)CCCNC(=O)c1nn(-c2ccc(OC)cc2OC)c(=O)c2ccccc12
-2.4,O=C1CC(c2ccsc2)c2cc3c(cc2N1)OCCO3 (stereo not drawn)
-1.4,COc1ccccc1C1C2=C(N=C3SCC(=O)N31)c1ccccc1CC2 (stereo not drawn)
-0.4,CCCCN(C(=O)CSCc1c(C)noc1C)c1c(N)n(CCCC)c(=O)[nH]c1=O
-0.8,COc1cc(NC(=O)c2c3c(nc4ccccc24)CCC3)cc(OC)c1
-0.7,CCc1cc2cc(C)ccc2nc1SCC(=O)N1CCN(C(=O)c2ccco2)CC1
0.1,O=C(O)c1cc(S(=O)(=O)N(Cc2ccccc2)c2ccc(Cl)cc2)ccc1Cl
-2.7,O=C(CCc1ccccc1)Nc1ccc(S(=O)(=O)NC2=NCCCCC2)cc1
2.4,COC(=O)c1ccccc1NC(=O)CSc1nnnn1CC(=O)O
-0.8,CC(C)CNC(=O)c1ccccc1NC(=O)c1ccccc1N(C)S(C)(=O)=O
2.6,CCC(=O)Nc1cccc(-c2nnc(-c3ccccc3)o2)c1
-1.3,COc1ccc(CNC(=O)C2CCCN(C(=O)Nc3ccc(OC)cc3)C2)cc1 (stereo not drawn)
-2.1,COc1ccc(NC(=O)CN(c2cc(C)cc(C)c2)S(=O)(=O)c2c(C)noc2C)cc1
-3.2,CCOC(=O)c1c(C2CC2)csc1NC(C)=O
1.4,C=CCNC(=O)C1CCC(C(=O)NCC=C)CC1 (stereo not drawn)
-2.8,COc1ccc(N2C(=O)CSC23CCCCC3)cc1
-6.0,Cc1ccc(C(C2=C(O)CC(C)(C)CC2=O)C2C(=O)CC(C)(C)CC2=O)o1 (stereo not drawn)
2.7,O=C(CSc1nccc(=O)[nH]1)Nc1ccc(F)c(Cl)c1
-1.9,Cc1cccc(NC(=O)C2CCN(S(=O)(=O)c3c(C)nn(C)c3C)CC2)n1
-1.8,CCOC(=O)C1CCN(c2c(NCCCN3CCCCC3)c(=O)c2=O)CC1
-1.9,O=P(OC1CCCCC1)(OC1CCCCC1)C(O)c1ccc(Cl)cc1Cl (stereo not drawn)
1.5,CC(C)(C)NC(=O)CN1CCC(O)(c2ccc3c(c2)OCO3)CC1
-4.8,COc1cccc(/C=N/NC(=O)c2ccccc2N(Cc2ccccc2)S(=O)(=O)c2ccccc2)c1OC
0.9,CN1CCN(C(=O)c2ccc3c(c2)N(Cc2cccc(Cl)c2)C(=O)c2ccccc2S3=O)CC1 (stereo not drawn)
-0.9,O=C(/C=C/c1ccccc1)NCC(=O)N/N=C/c1cccs1
5.7,O=C(OCC(=O)N1CCCCC1)c1cc(=O)[nH]c2ccccc12
-1.6,CC(=O)c1ccc(OCC(=O)Nc2cccc(C(=O)Nc3c(C)n(C)n(-c4ccccc4)c3=O)c2)cc1
-2.2,O=C(NCCc1ccccc1Cl)[C@@H]1CCCN1C(=O)[C@@H](NS(=O)(=O)c1ccc(F)cc1F)c1ccccc1
8.3,CCC(C)CCN1C(N(C)C)=NC[C@@H]1CC(C)C (stereo partly drawn)
-3.7,CC(=O)c1cc2c(cc1N)OCO2
1.9,Cc1cc(N2C3CCC2CC(O)(c2ccc(F)cc2)C3)nc(-c2ccccc2)n1 (stereo not drawn)
-0.4,O=C(CN1C(=O)NC2(CCCCC2)C1=O)Nc1ccccc1Cl
6.2,N=c1n(CCN2CCOCC2)c2ccccc2n1Cc1ccccc1Br
-1.9,CNC(=O)c1c[nH]c2ccc(S(=O)(=O)Nc3cccc(SC)c3)cc2c1=O
0.8,Cc1ccc2nc(-c3cccc(NC(=O)c4ccco4)c3)[nH]c2c1
2.8,CC(C)(C)c1csc(NC(=O)c2c(F)c(F)c(F)c(F)c2F)n1
-0.8,COCc1cc(C)nc(N)c1C#N
-3.4,CC(C)[C@H](NC(=O)OCc1ccccc1)C(=O)OCC(=O)N1CCN(c2ccc(F)cc2)CC1
4.1,O=C(COc1ccc(S(=O)(=O)N2CCCC2)cc1)NCc1ccccn1
2.5,CC(Cl)C(=O)NNc1cccc(Cl)n1 (stereo not drawn)

# Sorted by molecular weight (low to high): part of the list above
TbREL1 inh,structure
1.5,CC(C)(C)NC(=O)CN1CCC(O)(c2ccc3c(c2)OCO3)CC1
-0.4,O=C(CN1C(=O)NC2(CCCCC2)C1=O)Nc1ccccc1Cl
-1.3,COc1ccc(CNC(=O)C2CCCN(C(=O)Nc3ccc(OC)cc3)C2)cc1 (stereo not drawn)
-2.1,COc1ccc(NC(=O)CN(c2cc(C)cc(C)c2)S(=O)(=O)c2c(C)noc2C)cc1

# Continuation.
TbREL1 inh,structure
0.8,CCOc1ccc2[nH]c(C)c(CN3CCN(C)CC3)c(=O)c2c1
-0.9,CCO/N=C(/C)c1c(O)cc(C(C)(C)C)n(-c2ccccc2)c1=O
-2.2,O=C(CSc1cccc2cccnc12)NCc1ccco1
-0.5,CCOCCn1c(-c2ccc(OC)cc2)nc2ccccc21
-2.2,CCCCOC(=O)CNc1nnc(SCC(=O)OCC)[nH]c1=O
